MCL1-BIM inh – MCL1-BIM-BH3 interaction inhibition (human). Q07820. GST-MCL1 / FITC-Bim-BH3 fluorescence polarization. inhibition, % at 10.9 µM. actives 0.68% (n = 320,000). AID 2057;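 active means inhibition above the mean inhibition of all tested compounds plus 3 SD, set per campaign, cut at about 40% in these data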;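 further: 0% = DMSO wells and 100% = unlabeled Bim-BH3 peptide control; higher means more loss of mP so more displacement of Bim peptide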
Fam108B inh – counter-screen for RBBP9 inhibitors: inhibitors of mouse Fam108B. inhibition, % at 9.51 µM. actives 0.33% (n = 300,000). AID 1947. recombinant Fam108B, FP-Rh probe fluorescence polarization;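 active means inhibition above the screen mean inhibition plus 3 SD, computed separately per campaign, cut at about 18% in these data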;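 further: inhibitors lower polarization as less probe binds the enzyme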
PAFAH1B2 inh – PAFAH1B2 (human) inhibition; recombinant PAFAH1B2, FP-rhodamine activity probe, fluorescence polarization; inhibition, % at 3.39 µM; actives 1.2% (n = 340,000);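 active means inhibition above the mean of all tested compounds plus 3 SD, cut at about 24% in these data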;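 further: 0% = enzyme with DMSO and 100% = wells lacking PAFAH1B2; many of its hits are not listed in these tables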
Target sequence (P68402 whole entry, looked up): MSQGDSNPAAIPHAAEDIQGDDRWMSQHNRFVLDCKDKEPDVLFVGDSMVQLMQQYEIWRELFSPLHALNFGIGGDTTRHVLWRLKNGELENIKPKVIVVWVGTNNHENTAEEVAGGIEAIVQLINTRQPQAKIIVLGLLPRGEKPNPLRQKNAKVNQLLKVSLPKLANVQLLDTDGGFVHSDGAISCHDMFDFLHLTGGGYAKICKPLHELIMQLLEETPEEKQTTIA
BCLXL inh – Bcl-xL (human) inhibition | actives 0.7% (n = 320,000) | Q07817 | inhibition, % at 10.9 µM | GST-Bcl-xL / FITC-Bim BH3 peptide fluorescence polarization;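 active means inhibition above the mean of all tested compounds plus 3 SD, cutoff set per campaign, cut at about 30% in these data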;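 further: 0% = DMSO wells and 100% = unlabeled Bim-BH3 peptide competitor; inhibitors lower millipolarization by displacing the labeled peptide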
Target sequence (Q07817 whole entry, looked up): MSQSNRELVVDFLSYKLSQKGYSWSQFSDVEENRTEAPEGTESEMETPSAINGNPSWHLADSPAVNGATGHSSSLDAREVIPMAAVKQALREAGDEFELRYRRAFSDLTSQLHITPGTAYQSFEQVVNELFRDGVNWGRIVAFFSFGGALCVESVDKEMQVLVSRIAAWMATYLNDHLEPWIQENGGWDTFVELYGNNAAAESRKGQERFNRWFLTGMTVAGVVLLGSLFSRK
pPAFAH FP inh – inhibitors of human plasma PAF acetylhydrolase (pPAFAH). actives 1.5% (n = 330,000). Q13093. recombinant pPAFAH, FP-rhodamine probe fluorescence polarization. inhibition, % at 3.39 µM;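 active means inhibition above the mean inhibition across the screen plus 3 SD, cut at about 25% in these data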;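 further: inhibitors block binding of the rhodamine activity-based probe so polarization drops; 0% = enzyme with DMSO and 100% = wells lacking pPAFAH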
Target sequence (Q13093 whole entry, looked up): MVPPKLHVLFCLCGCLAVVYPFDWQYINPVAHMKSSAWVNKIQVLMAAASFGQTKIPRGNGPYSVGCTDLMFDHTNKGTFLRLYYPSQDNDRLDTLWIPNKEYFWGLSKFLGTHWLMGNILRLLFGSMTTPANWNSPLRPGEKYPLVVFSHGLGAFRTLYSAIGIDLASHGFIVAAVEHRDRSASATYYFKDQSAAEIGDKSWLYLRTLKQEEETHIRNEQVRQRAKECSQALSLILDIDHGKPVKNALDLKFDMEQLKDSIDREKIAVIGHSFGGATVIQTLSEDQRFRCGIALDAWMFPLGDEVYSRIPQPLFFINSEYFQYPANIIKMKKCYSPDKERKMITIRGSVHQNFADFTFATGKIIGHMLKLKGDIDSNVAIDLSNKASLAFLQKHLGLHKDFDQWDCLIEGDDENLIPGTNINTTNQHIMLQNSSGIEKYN
GLD-1 TGE inh – GLD-1-TGE RNA interaction inhibition (C. elegans). Q17339. purified GLD-1 + fluorescein TGE RNA, fluorescence polarization. inhibition, % at 5.96 µM. actives 0.44% (n = 320,000);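 active means percent inhibition above a per-plate cutoff, the plate mean of test compounds plus 3 SD, cut at about 30% in these data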;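 further: 0% = DMSO wells with GLD-1 and probe and 100% = wells lacking GLD-1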
AHR act – activates the human aryl hydrocarbon receptor; P35869; AHR-responsive luciferase reporter cells, luminescence; activation, % at 5 µM; actives 2.5% (n = 320,000); in the data active means activation above about 47%;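 further: 0% = vehicle wells and 100% = reference agonist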
MEX-5 binding – C. elegans MEX-5 TCR-2 RNA binding activity. Q9XUB2. MEX-5/FITC-TCR2 RNA binding, fluorescence polarization; hits give low values. activity score (negative = inhibition of binding), % at 10 µM. actives 0.38% (n = 300,000);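 active means inhibition past about -25% in most replicates, and total fluorescence under double the plate's negative control median, limit read from the data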;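 further: 0% = DMSO and -100% = 5 µM competing unlabeled TCR2 RNA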
PME-1 inh – PME-1 (human) inhibition. Q9Y570. inhibition, % at 5.9 µM. actives 0.53% (n = 320,000). recombinant PME-1, FP-Rh probe fluorescence polarization;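 active means inhibition above the campaign mean of all compounds plus 3 SD, cut at about 26% in these data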;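 further: competitive labeling of PME-1 active site by serine hydrolase directed probe; 0% = PME-1 with DMSO and 100% = wells lacking PME-1 enzyme; inhibitors block probe labeling so polarization falls and inhibition rises; many of its hits are not listed in these tables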
Active calls of the source: *; / = not tested or not shown. The list is partial. The share of hits here may be higher or lower than overall.

canonical_smiles	MCL1-BIM inh	Fam108B inh	PAFAH1B2 inh	BCLXL inh	pPAFAH FP inh	GLD-1 TGE inh	AHR act	MEX-5 binding	PME-1 inh
Cc1ccc(S(=O)(=O)NCC(=O)OCC(=O)Nc2ccccc2OC(F)F)cc1	-5	2	4	3	15	7	-1	1.8	2
N#Cc1nc(-c2ccco2)oc1NCCCN1CCOCC1	-6	1	3	-2	-3	-3	0	1.4	-7
Cc1ccc(S(=O)(=O)Nc2ccncc2)c(C)c1N(C)S(=O)(=O)c1ccc(F)cc1	0	1	5	1	2	4	-1	0.7	-9
Cc1ccccc1OCC(=O)N/N=C1\CC(=O)CC(C)(C)C1	5	-6	-1	4	3	27	2	-1.9	1
COc1ccc(C(=O)N[C@H]2CCCCNC2=O)cc1OC1CCN(C(C)C)CC1	-3	2	5	-1	7	1	1	-0.5	-2
O=C1OCC(c2ccccc2)=C1c1ccc(S(=O)(=O)N2CCOCC2)s1	-4	0	7	-2	9	-5	1	13	6
COc1cc2nc(Cl)nc(N3CCCCC3)c2cc1OC	1	2	1	15	4	6	6	-0.1	0
NC(=O)c1nsc(C(=O)N(Cc2ccco2)C(C(=O)NCC2CCCO2)c2ccc(O)cc2)c1N (stereo unspecified)	2	-2	8	4	2	-1	1	3.4	-2
O=C(CCc1ccccc1)Nc1ccc2c(c1)C(=O)OC2	0	5	2	2	4	-4	3	2.1	0
Cc1noc(C)c1S(=O)(=O)Nc1ccccc1OC(F)(F)F	2	-3	4	5	-4	2	0	2.3	3
COc1ccccc1C(=O)NC(=O)COC(=O)CCOc1ccccc1C	-2	5	12	0	9	3	0	-0.6	1
CCOC(=O)NC(=O)c1cn(CCNCCO)c(=O)[nH]c1=O	-2	-6	4	-8	-1	1	2	-0.3	-5
CC(C)(C)c1nc2ccccc2c2nnc(SCC(=O)Nc3nccs3)n12	2	-2	4	2	-3	-3	2	1.6	1
N#C/C(=C\c1ccc(OCCN2CCOCC2)cc1)C(=O)Nc1ccccc1F	6	-2	7	6	5	5	0	-2.0	5
Cc1ccc(N(CC(=O)NCCc2ccccc2)C(=O)c2csnn2)cc1	0	2	1	-1	4	-3	-1	-0.6	3
C=C(C)COc1ccc(-c2[nH]ncc2-c2ccccc2)c(O)c1	-1	1	1	1	15	11	15	-1.0	4
NC(=O)CC(NC(=O)Cc1cccc2ccccc12)c1ccc(N2CCN(c3ccccc3)CC2)c([N+](=O)[O-])c1 (stereo unspecified)	8	-1	4	15	-2	0	1	1.2	-2
CCc1ccccc1NC(=S)NCCSc1ccc(Cl)cc1	-29	-4	37*	-22	31*	-76	-4	0.5	-1
CC(C)Cc1nnc(NC(=O)CCC(=O)Nc2ccccc2F)s1	4	2	-1	4	1	0	0	1.4	3
O=C(Nc1cccc(F)c1)c1cc(S(=O)(=O)N2CCC3(CC2)OCCO3)ccc1F	-11	-1	/	4	2	-2	1	0.8	-4
O=C(/C=C/c1ccc2ccccc2n1)c1cc(Br)ccc1O	-24	-2	1	-10	9	-19	26	-1.1	-3
CCO[C@@H]1OC(C(=O)NC2CC2)=C[C@H](c2c[nH]c3ccccc23)[C@H]1CCCO	11	3	1	4	-3	-1	5	0.2	3
Nc1ccc(CCNc2ncnc3c2ncn3[C@@H]2O[C@H](CO)[C@@H](O)[C@H]2O)cc1	4	0	0	-4	2	4	3	-0.5	-2
CCCC(=O)OCC(=O)NC1CCCc2ccccc21 (stereo unspecified)	-8	5	2	-1	7	2	0	-1.9	2
C=CCN1C(=O)C(Cc2ccc(C)cc2)S/C1=N/N=C/c1ccco1 (stereo unspecified)	-2	4	3	5	8	1	-1	2.5	2

Remaining list, next part:
Every second line gives: MCL1-BIM inh	Fam108B inh	PAFAH1B2 inh	BCLXL inh	pPAFAH FP inh	GLD-1 TGE inh	AHR act	MEX-5 binding	PME-1 inh
N#Cc1ccc(NC(=O)CNc2cc(S(=O)(=O)N3CCOCC3)ccc2NCC2CCCO2)cc1 (stereo unspecified)
  3	-2	3	4	3	1	-3	-1.4	-3
O=C(CSc1nnc(CNC(=O)c2ccco2)o1)Nc1cccc(F)c1
  6	2	0	1	4	5	0	-2.0	0
O=C(N/C(=C\c1cccc([N+](=O)[O-])c1)C(=O)N1CCOCC1)c1cccc(Br)c1
  2	-5	1	4	2	4	6	2.0	6
CC(=O)Nc1ccc(NC(=O)CSc2ncnc3c2cnn3Cc2ccccc2)cc1
  3	2	/	6	7	9	-2	0.3	3
Cc1ccc(C)c(OCC(=O)Nc2ccc(S(=O)(=O)Nc3ccccn3)cc2)c1C
  17	1	2	6	5	2	-1	0.1	3
O=C(c1ccccc1Br)N1CCN(c2ccc([N+](=O)[O-])c(N3CCOCC3)c2)CC1
  0	1	0	5	-5	-4	0	-0.4	4
CN(C)c1ccc(/C=N/N(Cc2ccccc2)c2ccccc2)cc1
  9	2	4	9	6	2	2	0.7	-1
Clc1cccc(CSc2ncn(-c3ccccc3)n2)c1
  6	-6	3	11	9	9	-7	-2.2	-3
O=C(NCC1CC1)Nc1ccccc1F
  -9	0	7	0	6	3	4	-1.3	-1
O=C(O)COc1ccc(/C=N/NC(=O)c2cn(-c3ccccc3)nc2-c2ccccc2)cc1
  1	-5	-4	4	-3	5	3	-0.3	-21
CCOc1ccc(C=NNC(=O)c2ccc(-n3cnnn3)cc2)cc1
  /	/	0	/	-1	4	-2	/	/
CC1(C)CC(=O)C2=C(C1)OC(N)=C(C#N)C2c1cccc(OC(=O)c2ccco2)c1 (stereo unspecified)
  7	1	1	0	5	-3	-1	-1.2	5
Cc1nc(CNC(=O)CC2C(=O)NCCN2Cc2cccc(Oc3ccccc3)c2)cs1 (stereo unspecified)
  16	0	2	8	3	15	1	1.1	-8
COc1ccc(C(=O)N(C)Cc2ccccn2)cc1OC1CCN(C(C)C)CC1
  12	-4	4	10	1	6	-1	-2.7	2
CCOC(=O)/C(=C\c1ccc([N+](=O)[O-])o1)NC(=O)c1ccccc1
  -2	1	6	6	2	2	1	-1.4	0

Pulled by compound from above (2):
Every second line gives: MCL1-BIM inh	Fam108B inh	PAFAH1B2 inh	BCLXL inh	pPAFAH FP inh	GLD-1 TGE inh	AHR act	MEX-5 binding	PME-1 inh
CCOC(=O)/C(=C\c1ccc([N+](=O)[O-])o1)NC(=O)c1ccccc1
  -2	1	6	6	2	2	1	-1.4	0
CCOc1ccc(C=NNC(=O)c2ccc(-n3cnnn3)cc2)cc1
  /	/	0	/	-1	4	-2	/	/

Remaining list, next part
Every second line gives: MCL1-BIM inh	Fam108B inh	PAFAH1B2 inh	BCLXL inh	pPAFAH FP inh	GLD-1 TGE inh	AHR act	MEX-5 binding	PME-1 inh
CCCCS(=O)CC(COC)OC(=O)c1ccccc1 (stereo unspecified)
  5	2	1	-5	-9	3	1	3.3	4
Cc1nc2sc(C(c3cccs3)N3CCOCC3)c(O)n2n1 (stereo unspecified)
  1	2	5	2	3	-2	2	0.2	7
CCCCN(C(=O)c1c(C)noc1C)c1c(N)n(CCC)c(=O)[nH]c1=O
  1	/	-3	-1	1	7	-2	/	4
O=C(c1ccccc1Cl)N(Cc1ccc(Cl)c(Cl)c1)N1C(=O)CCCC1=O
  8	0	5	2	0	0	0	-1.1	13
COc1ccc(C)cc1NC(=O)c1nn(C)c(C(=O)Nc2cc(C)ccc2OC)c1[N+](=O)[O-]
  12	-1	2	0	6	12	2	3.0	-1
Cc1ccc(NC(=S)N2CCOCC2)c(C)c1
  11	2	2	4	-1	6	0	-2.4	-3
Cc1ccnc2nc(C(=O)Nc3nnc(-c4ccccc4)o3)nn12
  16	-1	2	11	9	-2	0	-9.5	-4
C/C(=N\Nc1nc(C)cc(-c2ccccc2)n1)c1cccc(N)c1
  5	1	-7	4	4	4	49*	1.4	1
CNCC(O)COc1cccc(OC)c1 (stereo unspecified)
  -3	2	2	1	8	3	3	-0.6	-3
O=C(CCC1CCCN(C(=O)c2ccsc2)C1)N1CCN(c2ccccn2)CC1 (stereo unspecified)
  1	-1	7	-1	9	5	0	0.0	2
COc1ccc(-c2cc(C(=O)NCCN3CCOCC3)c3ccccc3n2)cc1
  10	-3	-2	5	-1	-2	24	0.7	-5
CCc1ccc(C2=CSC3=NCCN23)cc1
  6	6	-6	3	3	1	2	1.5	-1
Cc1cc(Cl)ccc1OCC(=O)Nc1nc(-c2cccs2)cs1
  6	-18	-7	6	-12	-1	45	0.5	-91
CN(Cc1ccccc1)C(=O)CN(C1CCCCC1)S(C)(=O)=O
  0	2	12	5	3	-6	-3	0.0	0
O=C(N/N=C/c1cc(Br)cc([N+](=O)[O-])c1O)c1ccc(NC(=O)c2ccc(F)cc2)cc1
  17	8	8	4	38*	3	7	-1.7	3

Next structures
Every second line gives: MCL1-BIM inh	Fam108B inh	PAFAH1B2 inh	BCLXL inh	pPAFAH FP inh	GLD-1 TGE inh	AHR act	MEX-5 binding	PME-1 inh
CSc1ccccc1NS(=O)(=O)c1ccccc1
  8	-4	-3	2	0	-3	0	0.9	-1
Cc1ccccc1-n1c(=O)c2ccccc2n2c(=O)[nH]nc12
  6	-1	0	8	1	2	8	-0.4	-1
O=C1CSC(=Nc2cccc(Cl)c2Cl)N1
  8	1	5	7	-3	0	7	-2.7	-8
O=C(Nc1ccc(S(=O)(=O)Nc2ncccn2)cc1)C(F)(F)F
  5	1	0	5	2	1	0	1.0	-6
O=C(CCS(=O)(=O)c1ccccc1)Nc1ccc(-c2nc3ccccc3s2)c(O)c1
  -1	-4	0	36*	-7	2	27	0.7	-6
COc1ccc(C)cc1NC(=O)COCC(=O)O
  -10	0	2	-4	-6	4	2	3.1	-2
CC1CC2(C)Oc3ccccc3C3OCC1(CO)C(C)C32 (stereo unspecified)
  -6	1	5	-4	3	7	20	-0.5	-1

Of the compounds above, these have a nitro group on carbon.
Every second line gives: MCL1-BIM inh	Fam108B inh	PAFAH1B2 inh	BCLXL inh	pPAFAH FP inh	GLD-1 TGE inh	AHR act	MEX-5 binding	PME-1 inh
NC(=O)CC(NC(=O)Cc1cccc2ccccc12)c1ccc(N2CCN(c3ccccc3)CC2)c([N+](=O)[O-])c1 (stereo unspecified)
  8	-1	4	15	-2	0	1	1.2	-2
O=C(N/C(=C\c1cccc([N+](=O)[O-])c1)C(=O)N1CCOCC1)c1cccc(Br)c1
  2	-5	1	4	2	4	6	2.0	6
O=C(c1ccccc1Br)N1CCN(c2ccc([N+](=O)[O-])c(N3CCOCC3)c2)CC1
  0	1	0	5	-5	-4	0	-0.4	4
CCOC(=O)/C(=C\c1ccc([N+](=O)[O-])o1)NC(=O)c1ccccc1
  -2	1	6	6	2	2	1	-1.4	0
COc1ccc(C)cc1NC(=O)c1nn(C)c(C(=O)Nc2cc(C)ccc2OC)c1[N+](=O)[O-]
  12	-1	2	0	6	12	2	3.0	-1
O=C(N/N=C/c1cc(Br)cc([N+](=O)[O-])c1O)c1ccc(NC(=O)c2ccc(F)cc2)cc1
  17	8	8	4	38*	3	7	-1.7	3

Screening results as filed in PubChem.
